MrgX1 agonist: human MrgX1 receptor agonism, primary screen; 0.44% of 310,000 active; B-score at 10 µM; MrgX1-HEK293 cells, Fluo-4 calcium fluorescence, agonist mode; hits give high values; Q96LB2;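 active = calcium response B-score plate-corrected fluorescence ratio at least 3 library SD, with starting fluorescence B-score inside 5 SD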
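Test system: HEK293 cells stably expressing human MrgX1 receptor; amount: 15,000 cells per well; doses: compound delivered in addition one of three; times: overnight plating before 1 h dye loading; detection: Fluo-4 NW calcium-flux fluorescence, kinetic read; read-out basis: B-scored fluorescence response ratio; controls: positive and negative controls per plate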
RGS4 inh: human RGS4 inhibition; B-score at 10 µM; P49798; 0.45% of 310,000 active; HEK293 M3R/RGS4 inducible, Fluo-4 calcium flux; hits give high values; triggered by carbachol at its EC20; AID 463165;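 active = B-score, a plate-corrected calcium signal, over three deviations above library mean, with baseline fluorescence within five deviations of library mean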;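 also: RGS4 expression induced by doxycycline in cells with stable M3 receptor; B-score is computed from the integrated fluorescence ratio over baseline after carbachol; higher B-score means a larger calcium signal and so more RGS4 inhibition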
MrgX1 PAM: allosterically activates human MrgX1 receptor signaling; AID 588675; MrgX1-HEK293, Fluo-4 calcium flux, FDSS; hits give high values; 0.63% of 310,000 active; B-score at 10 µM; Q96LB2;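 active = plate-corrected calcium response at least 3 library SD above typical, normal starting fluorescence, not activating the receptor alone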;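 also: compound read alongside a low EC10 to EC30 dose of BAM8-22 agonist; peak minus trough fluorescence over baseline measured at the second addition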
RGS4 pot: potentiators or activators of RGS4 | HEK293 M3R/inducible RGS4, carbachol calcium flux Fluo4; hits give low values | B-score at 10 µM | 0.92% of 310,000 active;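 active = B-score of the integrated calcium signal more than 4 SD below the library mean, with starting fluorescence not abnormally high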;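 also: negative B-score means reduced calcium response which marks RGS4 activation or potentiation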
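Material: Inducible-RGS4 HEK293 cells carrying M3 receptor; also added: carbachol at ECmax as muscarinic agonist stimulus; incubation: compound preincubation 20 min at room temperature before agonist; signal: Fluo4-AM (2 µM) calcium-flux fluorescence, kinetic read; measure: integrated calcium ratio converted to B score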
KCNQ1 inh: inhibitors of human KCNQ1 potassium channel; P51787; CHO-K1 KCNQ1, FluxOR thallium flux fluorescence; hits give high values; B-score at 10 µM; 1.3% of 310,000 active; AID 2642;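 active = compounds whose thallium flux B-score, printed positive for inhibition, exceeds three library SD while starting fluorescence stays within three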;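 also: channel opened by potassium depolarization with thallium stimulus after 20 min compound exposure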
KCNK9 block: inhibitors of human KCNK9 two-pore domain potassium channel; Q9NPC2; B-score at 10 µM; HEK293 KCNK9, FluxOR thallium flux fluorescence; hits give low values; AID 488922; 1.2% of 310,000 active;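 active = ratio B-score over 3 SD below the library mean, with starting fluorescence within 5 SD of its mean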;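 also: negative B-score means less thallium flux so channel inhibition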
KCNQ1 pot: potentiates or activates the human KCNQ1 potassium channel | B-score at 10 µM | 0.35% of 310,000 active | AID 2648 | CHO-K1 KCNQ1, thallium flux FluxOR fluorescence; hits give high values | P51787;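 active = fluorescence ratio B-score, a plate-corrected score, at least three library SD, with initial intensity B-score within 5 SD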
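Assay system: CHO-K1 cells stably expressing KCNQ1; Medium: assay buffer with matched DMSO; Also added: K+/Tl+ depolarizing stimulus; Dosing: single dose; Timing: dye 90 min, compound 20 min, room temperature; Measured by: kinetic FluxOR thallium fluorescence, 10-s 1-Hz baseline, 110-s post-stimulus read; Read-out: peak-minus-minimum fluorescence over initial fluorescence, negative-control normalized, B-scored.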
hERG protect: hERG (human) protection from proarrhythmic block. CHO-hERG, FluxOR thallium flux, dofetilide IC70 present. 0.51% of 310,000 active. AID 1511. activation (rescue from dofetilide block), less the hit threshold, % at 10 µM. Q12809;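 active = activation above the mean of controls blocked by dofetilide plus 5 SD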;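 also: thallium influx through hERG after potassium depolarization seen as dye fluorescence rise; in these data hits start at about 4.7%; inactives centre near -7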
KCNK3 inh: human KCNK3 channel inhibition, primary screen. O14649. CHO-KCNK3 thallium flux, FluxOR fluorescence; hits give low values. B-score at 10 µM. 0.84% of 340,000 active;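 active = B-score under library mean minus 4 SD, starting fluorescence ratio at most library mean plus 5 SD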;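 also: more negative B-score means stronger inhibition of thallium flux through KCNK3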
ANO1 block: inhibitors of mouse TMEM16A calcium-activated chloride channel | HEK293 TMEM16A/YFP iodide influx fluorescence, ionomycin | normalized B-score (activity score, 25-100; higher = stronger inhibition) at 10 µM | 1.2% of 310,000 active | AID 588511;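 active = ratio plate-corrected score three or more library SD toward inhibition, starting fluorescence score within five deviations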;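 also: score derived from kinetic fluorescence span divided by baseline fluorescence per well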
Target sequence (Q8BHY3 whole entry, looked up): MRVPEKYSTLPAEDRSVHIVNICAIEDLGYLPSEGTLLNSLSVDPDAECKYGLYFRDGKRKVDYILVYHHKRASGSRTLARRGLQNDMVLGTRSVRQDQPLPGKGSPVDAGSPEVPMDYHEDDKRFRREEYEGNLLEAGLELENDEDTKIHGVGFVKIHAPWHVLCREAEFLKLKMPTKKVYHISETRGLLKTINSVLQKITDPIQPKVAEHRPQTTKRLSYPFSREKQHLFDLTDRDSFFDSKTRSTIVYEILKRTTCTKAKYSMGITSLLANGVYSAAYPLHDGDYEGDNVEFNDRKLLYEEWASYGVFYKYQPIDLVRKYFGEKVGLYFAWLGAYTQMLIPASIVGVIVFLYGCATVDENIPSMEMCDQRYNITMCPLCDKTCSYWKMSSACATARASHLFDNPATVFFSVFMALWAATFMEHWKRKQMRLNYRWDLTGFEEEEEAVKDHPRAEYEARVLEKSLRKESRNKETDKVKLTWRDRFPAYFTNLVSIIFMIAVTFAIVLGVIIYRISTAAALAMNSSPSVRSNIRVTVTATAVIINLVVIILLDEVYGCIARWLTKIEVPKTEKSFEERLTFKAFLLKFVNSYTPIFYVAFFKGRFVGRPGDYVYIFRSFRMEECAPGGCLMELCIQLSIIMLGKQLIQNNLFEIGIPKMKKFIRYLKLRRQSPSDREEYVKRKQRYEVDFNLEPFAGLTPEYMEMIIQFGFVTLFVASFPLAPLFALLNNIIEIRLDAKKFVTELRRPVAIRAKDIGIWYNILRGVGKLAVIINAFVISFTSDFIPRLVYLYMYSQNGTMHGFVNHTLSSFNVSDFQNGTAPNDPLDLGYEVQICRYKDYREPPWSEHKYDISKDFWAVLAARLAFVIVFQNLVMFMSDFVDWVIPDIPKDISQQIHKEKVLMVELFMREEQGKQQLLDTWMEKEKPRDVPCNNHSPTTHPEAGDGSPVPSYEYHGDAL
ANO1 activ: mouse TMEM16A channel activation, primary screen. Q8BHY3. HEK293 TMEM16A/YFP-H148Q/I152L, iodide quench fluorescence; hits give low values. B-score at 10 µM. 0.3% of 340,000 active;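 active = fluorescence-ratio B-score plate-corrected deviation score at least 3 library SD below zero, with starting fluorescence score within 5 deviations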;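 also: channel opened by trigger with iodide after compound preincubation; score built on the fluorescence ratio of max minus min over baseline; more negative score means more quench and so TMEM16A activation or potentiation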
Active calls of the source: *; i = inactive; nt = no result given. Compounds were not picked by outcome (roughly 6.3% active in at least one column).

molecule	MrgX1 agonist	RGS4 inh	MrgX1 PAM	RGS4 pot	KCNQ1 inh	KCNK9 block	KCNQ1 pot	hERG protect	KCNK3 inh	ANO1 block	ANO1 activ
CN(C)CCOc1cc(Cl)cc(Cl)c1	i	i	i	i	i	i	i	-9.6	i	i	i
Cc1ccc(CN2CCN(Cc3cccn3-c3ccccn3)CC2CCO)cc1 (stereo not drawn)	i	i	i	i	i	i	i	-6.5	i	i	i
Cc1ccccc1-n1ncc2c(SCC(=O)N3c4ccccc4CC3C)ncnc21 (stereo not drawn)	i	i	i	i	i	i	i	-6.8	i	i	i
CC1=C(N2CCN(c3ncccn3)CC2)CCC1=O	i	i	i	i	i	i	i	-8.7	i	i	i
O=C(CN1CCC(C(=O)c2ccc(Cl)cc2)CC1)NC1CCCC1	i	i	i	i	i	i	i	-5.6	i	i	i
O=c1c2ccccc2sc2ccc(C#CC3(O)CCCCC3)cc12	i	i	i	i	i	i	i	-7.1	i	i	i
CC(C)c1nnc(NC(=O)CCC(=O)N2CCN(c3ccccc3F)CC2)s1	i	i	i	i	i	i	i	-12.9	i	i	i
O=C(O)CSC1=NC(=Nc2ccc(Cl)cc2)C2(CCCCC2)N1c1cccc(C(=O)O)c1	i	i	i	i	i	i	i	-12.4	i	i	i
Cc1nn(CC(=O)N2CCN(c3ccccc3)CC2)c(=O)c2ccccc12	i	i	i	i	i	i	i	-5.4	i	i	i
COC(=O)C1CCN(C(=O)COC(=O)CNS(=O)(=O)c2ccc(SC)c([N+](=O)[O-])c2)CC1	i	i	i	i	i	i	i	-3.7	i	i	i
FC(F)(F)c1cc(-c2ccco2)nc(N2CCN(Cc3ccccc3)CC2)n1	i	i	i	i	8*	i	i	-10.5	i	i	i
COc1ccccc1NC(=O)c1sc2nc(C)cc(C)c2c1N	i	i	i	i	i	i	i	-7.7	i	i	i
CC(C)Oc1ccc(Nc2ncnc3ccccc23)cc1	i	i	i	i	i	i	i	-8.9	i	i	i
COc1ccc(C(=O)CCC(C)(C)[N+](=O)[O-])cc1	i	i	i	i	i	i	i	-10.7	i	i	i
COC(=O)c1ccccc1NC(=O)CSc1nncn1-c1cccnc1	i	i	i	i	i	i	i	-6.4	i	i	i
O=C1NC2(CCOc3ccccc32)C(=O)N1CC(=O)N(Cc1ccccc1)C1CCS(=O)(=O)C1 (stereo not drawn)	i	i	i	i	i	i	i	-2.0	i	i	i
O=c1c2cc(NC(=S)NCCN3CCCCCC3)ccc2nc2n1CCCCC2	i	i	i	i	i	i	i	-10.8	i	i	i
O=C(O)CCN(CC(=O)c1ccc(Cl)cc1)S(=O)(=O)c1ccc([N+](=O)[O-])cc1	i	nt	i	nt	nt	nt	nt	nt	i	i	i
COc1ccc(OCCN2CCN(C(=O)c3ccc(OC)c(OC)c3)CC2)cc1	i	i	i	i	i	i	i	-7.0	i	i	i
COc1ccc(N2CCN(CCNC(=O)Nc3cc(Cl)ccc3Cl)CC2)cc1	i	i	i	i	i	i	i	-5.6	i	i	i
Cc1ccc(N2CC(C(=O)OCC(=O)c3ccc[nH]3)CC2=O)cc1 (stereo not drawn)	i	i	i	i	i	i	i	-18.1	i	i	i
CCOC(=O)CSc1nc(C)cc(=O)[nH]1	i	i	i	i	i	i	i	-12.0	i	i	i
COC(=O)Cc1c(C)c2ccc(OCC(=O)c3ccc(OC)c(OC)c3)cc2oc1=O	i	i	i	i	i	i	i	-0.7	nt	i	nt
COC(=O)c1c(C)nc(C)c(C(=O)OC)c1-c1ccc(OC)cc1	i	i	i	i	i	i	i	-7.7	i	i	i
CCOC(=O)CN(C(=O)CSc1nnc2c(n1)[nH]c1ccccc12)c1ccccc1	i	i	i	i	i	i	i	-6.2	i	i	i
Cc1ccc(CCN2CC(C(=O)NCCc3ccccc3)CC2=O)cc1 (stereo not drawn)	i	i	i	i	i	i	i	-4.2	i	i	i
Cc1cc(SCC(=O)Nc2ccccc2)n2ncc(-c3ccccc3)c2n1	i	i	i	i	i	i	i	-14.3	i	i	i
Fc1ccc(COc2ccccc2C(=S)N2CCCC2)cc1	i	i	i	i	i	i	i	-0.1	i	i	i
Cn1c(SCC(=O)NC2CCCC2)nnc1-c1ccncc1	i	i	i	i	i	i	i	-8.7	i	i	i
CCOc1ccc(-c2nnc(SCC(=O)Nc3cc(C)on3)o2)cc1	i	i	i	i	i	i	i	-3.5	i	i	i
Cc1ccc(N2CCN(C(=O)c3ccccc3)CC2)c(C)c1	i	i	i	i	i	i	i	-11.5	i	i	i
O=c1c2c(n3cnnc3n1-c1ccccc1)-c1ccccc1CC21CCCCC1	i	i	i	i	i	i	i	-7.1	i	i	i
Cc1ccc(-c2noc(CCCC(=O)N3CCOCC3)n2)cc1	i	i	i	i	i	i	i	-9.8	i	i	i
CCOc1ccc(C(=S)N2CCOCC2)cc1OCC	i	i	i	i	i	i	i	-9.9	i	i	i
COc1ccccc1NC(=O)c1cc2c(CO)cnc(C)c2oc1=Nc1ccccc1	i	i	i	i	i	i	i	-5.8	i	i	i
CC(C)OC(=O)Nc1ccc2c(c1)N(C(=O)CCN1CCOCC1)c1ccccc1CC2	i	i	i	i	i	i	i	-5.3	i	i	i
CC(Oc1cc(-c2ccccc2)cc2ccccc12)C(=O)N1CCOCC1 (stereo not drawn)	i	i	i	i	i	i	i	-16.1	i	i	i
N#C/C(=C/c1ccccc1[N+](=O)[O-])c1nc(C2CC2)cs1	i	i	i	i	i	i	i	-6.7	i	i	i
CCOC(=O)C1CCN(C(=O)COc2ccc(Br)cc2)CC1	i	i	i	i	i	i	i	-18.6	i	i	i
CCCCN(CC)CCNC(=O)c1cc2c(-c3ccc(Cl)cc3)nn(C)c2s1	i	i	i	-8.86*	i	i	i	-19.3	i	i	i
CCN(CC)C(=O)c1c(NC(=O)c2ccccc2)sc(C)c1C	i	i	i	i	i	i	i	-8.3	i	i	i
COc1cc(C(=O)N/N=C\c2ccccc2)c([N+](=O)[O-])c(OC)c1OC	i	i	i	i	i	i	i	-4.4	i	i	i
COc1ccc(NC(=O)/C(C#N)=C\c2cc(C)n(-c3ccc4c(c3)OCO4)c2C)cc1	i	i	i	i	i	i	i	-4.5	i	i	i
O=C(NCc1ccco1)C1CCCN(S(=O)(=O)c2ccccc2)C1 (stereo not drawn)	i	i	i	i	i	i	i	-7.9	i	i	i
O=C(CSCc1ccccc1)N1CCN(c2cccc(C(F)(F)F)c2)CC1	i	i	i	i	i	i	i	-7.7	i	i	i
CCC(=O)Nc1nc2nc(C)cc(=O)n2[nH]1	i	i	i	i	i	i	i	1.0	i	i	i
CC(C)(C)c1ccc(Oc2ccc(NC(=O)c3cccs3)cn2)cc1	i	i	i	i	i	i	i	-0.1	i	i	i
Cc1ccc2nc(SCc3cn4c(C)cc(C)nc4n3)[nH]c2c1	i	i	i	i	i	i	i	-7.6	nt	i	nt
COc1ccc(NC(=O)C2CCN(c3cc(-c4ccccc4)nc4ncnn34)CC2)cc1OC	i	nt	i	nt	nt	nt	nt	nt	i	i	i
COc1ccc(C(=O)NCc2nnc(SCC(=O)c3ccccc3)n2C)cc1	i	i	i	i	i	i	i	-2.5	i	i	i
O=C(CSc1ccc(-c2ccco2)nn1)NCc1ccc2c(c1)OCO2	i	i	i	i	i	i	i	-7.8	i	i	i
COc1ccc(NC(=O)COC(=O)[C@@H]2CCCN2S(=O)(=O)c2ccccc2F)c(OC)c1	i	i	i	i	i	i	i	-13.6	i	i	i
CC1Oc2ccccc2N(Cc2ccc(F)cc2)C1=O (stereo not drawn)	i	i	i	i	i	i	i	-5.4	i	i	i
Cc1ccc(S(=O)(=O)N2CCC(=O)N(C(CO)C(C)C)CC2)cc1 (stereo not drawn)	i	i	i	i	i	i	i	-2.9	i	i	i
O=c1c(-c2ccc3c(c2)OCCO3)coc2cc(O)cc(O)c12	i	i	i	i	i	i	i	-12.0	i	i	i
CCCCC12CN3CC(C)(CN(C1)C3c1ccc([N+](=O)[O-])o1)C2=O (stereo not drawn)	i	i	i	i	i	i	i	-4.5	i	i	i

Next entries follow.
molecule	MrgX1 agonist	RGS4 inh	MrgX1 PAM	RGS4 pot	KCNQ1 inh	KCNK9 block	KCNQ1 pot	hERG protect	KCNK3 inh	ANO1 block	ANO1 activ
CCCCCN(C(=O)CCC(=O)OCCOc1ccccc1Cl)c1c(N)n(CCCC)c(=O)[nH]c1=O	i	i	i	i	i	i	i	-9.5	i	i	i
CCCCCNC(=O)c1ccc2c(c1)ncn2-c1ccc(OC)cc1	i	i	i	i	i	i	i	-5.0	i	i	nt
Cc1ccc(S(=O)(=O)NCc2c(-c3ccccc3)c3cc(Cl)ccc3[nH]c2=O)cc1	i	i	i	i	i	i	i	-8.3	i	i	i
Cc1ccc(/C=C/C(=O)c2c(C)cc(C)[nH]c2=O)cc1	i	i	i	i	i	i	i	-10.9	i	i	i
CC(C)CCN(C(=O)Nc1ccc(Cl)cc1)C1CCN(C(C)C)CC1	i	i	i	i	i	i	i	-16.6	i	i	i
O=C(O)C(Cc1ccc(Cl)cc1)Sc1nc2ccccc2[nH]1 (stereo not drawn)	i	i	i	i	i	i	i	-2.6	i	i	nt
COc1ccc(O)c(CN2CCC(n3nccc3NC(=O)C3CCCC3)CC2)c1	i	i	i	i	i	i	i	-7.7	i	i	i
O=S(=O)(Nc1nc2ccccc2nc1-[n+]1cccc(N=C([O-])c2ccccc2Cl)c1)c1ccccc1	i	i	i	i	i	i	i	-5.2	nt	i	nt
COc1ccc(-c2csc(Nc3cccc(C)n3)n2)cc1	i	i	i	i	i	i	i	3.9	i	i	i
CCc1nonc1NC(=O)COc1cc(C)c(Cl)c(C)c1	i	i	i	i	i	i	i	-5.6	i	i	i
COc1cccc(C2=NOC(C(=O)N3CCN(Cc4ccccc4)CC3)C2)c1OC (stereo not drawn)	i	i	i	i	i	i	i	-13.1	i	i	i
Cc1ccc(NC(=S)N2CCN(S(C)(=O)=O)CC2)cc1C	i	i	i	i	i	i	i	-12.6	i	i	i
COc1ccccc1CNC(=O)COn1nnc2ccc(S(=O)(=O)N3CCOCC3)cc21	i	i	i	i	i	i	i	-18.3	i	i	i
